Screening data as filed in PubChem.
Pf Dd2 growth – inhibitors of Plasmodium falciparum Dd2 growth | P. falciparum Dd2 growth, SYBR Green, 72 h | Potency, µM (titrated, usually from 28.9 µM), for the others: at the top dose activity, negative = inhibition, hits mostly inhibitors | AID 1347417 | actives 4.3% (n = 120,000); active = well fitted inhibition curve with a large enough effect; inconclusive = small, poorly fitted or top-dose-only effect; inactive = no such curve, though single readings can be large or run the other way;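 note: plate controls were DMSO vehicle for no effect and reference drug for full effect; nearly all actives have a fitted effect of over 65% in size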
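Infected erythrocytes (Dd2, 0.3% parasitemia, 2.5% hematocrit final) are added to compound in RPMI-1640/Albumax II medium, grown 72 h at 37C in low oxygen, then lysed with saponin/Triton-X containing SYBR Green and read by fluorescence.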
The depositor's hits bear a star; i = inactive; ? = inconclusive; & = joins results of further samples; [ ] = dose if it differs, or a comment. Potency is the fitted concentration of half-maximal effect. This is a subset; count on the stated rates, not on these rows.

SMILES | Pf Dd2 growth
CC[C@@H]1[C@@H](NC(=O)c2oc(COc3ccccc3)cc2C)[C@@H]2CCO[C@H]12 | -19%
O=C(Nc1cccc(-c2ccco2)c1)C1CCN(Cc2ccc(CO)o2)CC1 | -25%
Cc1nc(NC2CC(c3nnc(CO)n3C3CC3)C2)c2sccc2n1 (configuration not stated) | ?
O=C(c1ccc2cc[nH]c2c1)N1CCCC(c2nn[nH]n2)C1 (configuration not stated) | 4%
COCCc1nncn1C1CCN(S(=O)(=O)c2ccc(F)c(C)c2)CC1 | -5%
O=C(NCc1cccc(Cl)c1)c1ccc(CN2C(=O)NC3(CCOCC3)C2=O)cc1 | ?
O=C(Cn1c(=O)n(-c2ccc(Cl)cc2)c(=O)c2sc3ccccc3c21)NC1CCCCC1 | 24%
CN(C)CC(=O)N1CC(F)(F)C[C@H]1c1nc(-c2ccncc2)no1 | ?
CCOc1ccc(NC(=O)c2ccc3[nH]c(C)c(C)c3c2)cc1 | ?
O=C(c1ccc2c(c1)OCO2)N1CC2CC(C1)[C@H]1CCCC(=O)N1C2 (some centres not stated) | -11%
CCC(=O)N1CCN(C2CCN(CCOC)C2=O)CC1 (configuration not stated) | -6%
COc1ccc(-c2cc3nc(-c4ccc(C)cc4)cc(C(F)(F)F)n3n2)cc1 | 5%
CCCCOc1ccc(C(=O)N2CCN(CCc3ccncc3)CC2)cc1 | 33%[activator]
O=C1CO[C@H]2CCN(Cc3ccc4c(c3)CCO4)CC[C@@H]2N1Cc1ccc(O)cc1 | ?
COc1ccc(NC(=O)C2CCCN(c3cnn(Cc4ccccc4)c(=O)c3)C2)cc1OC (configuration not stated) | ?
Cc1ccccc1C(=O)N1CCC[C@H]1c1nc(-c2ccc(F)cc2)no1 | ?
Cc1cn2nc(C(=O)N3CCC(C(=O)NC4CCCCCC4)CC3)cc2c(=O)[nH]1 | -12%
COc1cccc(C(=O)N2CC(=O)Nc3ccc(C)cc3C2c2ccc(F)cc2)c1OC (configuration not stated) | -16%
O=C(Nc1ccc(OC(F)(F)F)cc1)N1CC[C@H]2COC(=O)N2c2cc(F)ccc2C1 | -22%
N#Cc1cc2c(nc1SCC(=O)Nc1ccc(F)c(Cl)c1)C1CCN2CC1 | -13%
COCCc1noc(C2CN(C(=O)C(C)C)C2)n1 | 11%
CCN(Cc1cnn(C)c1)C(=O)c1coc(COc2cccc(C(F)(F)F)c2)n1 | -25%
CCCOc1ccc(-c2cccc(NS(=O)(=O)c3ccc(CC)cc3)c2)nn1 | ?
O=C(CNS(=O)(=O)c1cccs1)N1CCN(c2ccccc2Cl)CC1 | -3%
COCCN[C@H]1[C@@H]2OC[C@@H](O2)[C@@H](NC(=O)Nc2cccc(C#N)c2)[C@@H]1O | i

Random excerpt: 2 records from the list
SMILES | Pf Dd2 growth
O=C(Nc1cccc(-c2ccco2)c1)C1CCN(Cc2ccc(CO)o2)CC1 | -25%
O=C(Nc1ccc(OC(F)(F)F)cc1)N1CC[C@H]2COC(=O)N2c2cc(F)ccc2C1 | -22%

Going on with the list.
SMILES | Pf Dd2 growth
CCOC(=O)C1(C)C=C(Nc2ccc(C(N)=O)cc2)C(=O)N1c1ccccc1 (configuration not stated) | ?
COc1ccc(-c2noc(-c3nnn4c3COC(c3ccc(OC)cc3)C4)n2)cc1 (configuration not stated) | -21%
O=C1NC(=NC2CCCC2)C2(CCN([S+](=O)([O-])c3cccc(C(F)(F)F)c3)C2)N1c1cccnc1 (configuration not stated) | -13%&27%
CCOC(=O)c1c(NC(=O)CS(=O)(=O)c2ccc(Cl)cc2)sc2c1CCCC2 | i
Cc1ccc(Cn2ccnc2SCC(=O)Nc2ccc3c(c2)OCO3)cc1 | 3%
COCCN1C(=O)CC[C@]2(C(=O)N(C)CCc3ccncc3)CCCC[C@@H]12 | -18%
CC(C)c1ccc(NC(=O)c2ccc(F)c(S(=O)(=O)N3CCCCCC3)c2)cc1 | 21%
CNC(=O)[C@@H]1CN(C(=O)c2cc(F)ccc2F)C[C@H]1COC | 10%
COc1cc(C2c3c(oc4cc(C)c(C)cc4c3=O)C(=O)N2CCCN2CCOCC2)ccc1O (configuration not stated) | 12%
CCC(=O)N1c2ccc(S(=O)(=O)CCC(=O)Nc3ccc(OC)cc3OC)cc2CC1C (configuration not stated) | 23%
Oc1ccccc1CN1C[C@H](O)C[C@H]1c1nc(-c2ccc3c(c2)OCO3)no1 | i
CC(=O)N(C)CCc1noc(C2CN(C(=O)COc3ccccc3)C2)n1 | -23%
COc1cccc(C(=O)c2c(N)c(-c3nc(-c4ccccc4)cs3)c3ccccn23)c1 | ?
O=C(c1cccnc1)N1CCC(OC2CCN(c3ccccc3)CC2)CC1 | ?
CCc1cccc(NC(=O)c2cn3c4c(ccc(Cl)c4c2=O)OC(C)C3)c1 (configuration not stated) | -2%
COCC(=O)N1CCC2(CC1)C(=O)Nc1cc(Oc3ccccc3)c(OC)cc12 | i
COc1ccc(C(=O)c2cn(CC(=O)Nc3cc(C)ccc3C)c3nc(C)ccc3c2=O)cc1 | ?
O=C(c1ccco1)N1CC(F)(F)C[C@H]1c1nc(-c2ncccn2)no1 | 4%
O=C([C@H]1C[C@H](Oc2cccnc2)CN1C(=O)Cc1ccccc1)N1CCOCC1 | 4%
OCCC1CN(Cc2c(F)ccc(F)c2F)CCN1C1CCCC1 (configuration not stated) | i
COc1ccc(N2Cc3c(NCCc4ccccn4)ncnc3N(C)CC2=O)cc1 | 5%
CCCCNC(=O)N1CC(C(=O)NCc2ccco2)CC(c2ccc(OC)c(OC)c2)C1 (configuration not stated) | ?
Cc1ccc(CNC(=O)N2CCC(c3noc(-c4ccccc4)n3)C2)cc1 (configuration not stated) | i[5.79 µM]
CC(C)c1ccc(C(O)Cn2ccn3nc(-c4ccc(F)cc4)cc3c2=O)cc1 (configuration not stated) | i
COc1cccc(NC(=O)Cn2c(C)cc3nc4n(c(=O)c32)CCCC4)c1 | i
Next part
SMILES | Pf Dd2 growth
O=S(=O)(NCCc1csc2nc(-c3ccccc3)nn12)c1ccc(Oc2ccccc2)cc1 | i
COc1ccc(C(=O)Nc2ccccc2-c2nc(-c3ccc(OC)cc3)no2)cc1 | 15%
O=C1NCCCCCCN[C@H]2C[C@H](c3nc(Cc4ccccc4)no3)C[C@@H]12 | ?
O=C(CCC(=O)N1CC2CCCN2c2ccccc21)NCc1ccccc1 (configuration not stated) | i
CCOC(=O)C1(Cc2ccccc2C(F)(F)F)CCN(C(C)Cc2cccc(C)n2)CC1 (configuration not stated) | 13µM*
NC(=O)CN1CCCC(c2nc(-c3cn4ccccc4n3)no2)C1 (configuration not stated) | -17%
CCOc1ccc(NC(=O)CCSc2nc(-c3ccc4c(c3)OCO4)cc(C(F)(F)F)n2)cc1 | -6%
COCc1cc(C)nc2c1C(=O)NC(c1ccc(C)cc1)N2Cc1ccccc1 (configuration not stated) | -3%
O=C(NCCc1ccc(Cl)cc1)c1cc(-c2ccc(Cl)cc2)n[nH]1 | -22%
CCc1nccn1S(=O)(=O)c1cc(Br)ccc1Br | 10%
O=c1c2cc3c(cc2n(Cc2cccc(F)c2)c(=O)n1Cc1nc(-c2ccccc2)no1)OCO3 | 7%
COc1ccc(CCNC(=O)c2cc[nH]c2C2CCCN(C(C)=O)C2)c(OC)c1 (configuration not stated) | -14%
O=C(CC[C@H]1NC(=O)c2ccccc2NC1=O)NCCc1nc2ccccc2[nH]1 | -22%
Cc1oc2c(c1C(=O)NCc1cccnc1)CN(Cc1ccc(F)cc1)CC2 | i
O=C(NCC1(Cn2cccn2)CC1)c1ccc(C2CCNC2)cc1 (configuration not stated) | -4%
CCOc1ccc(NCc2cccn2-c2nnc(N3CCC(C(=O)NCCc4ccc(OCC)c(OCC)c4)CC3)s2)cc1 | 6.3µM*
O=C(c1ccc2c(c1)OCO2)N1CCC2(CC(c3cccnc3)=NO2)C1 (configuration not stated) | 7%
Cc1nc(CN2CCOc3cc([S+](=O)([O-])N(C)C)ccc3C2)cs1 | i
Cc1ccc(-c2nc3ccccn3c2Nc2ccc3c(c2)OCCO3)o1 | -20%
Cc1ccc(NC(=O)Cn2nc3n(c2=O)CCCCC3)cc1F | 12%
COc1ccc(-n2c(=O)c3c4c(sc3n(Cc3c(F)cccc3Cl)c2=O)CN(C(C)=O)CC4)cc1OC | ?
O=C([C@@H]1C[C@H](Oc2cccnc2)CN1)N1CCOCC1 | -14%
COc1ccc(OC)c(/C=C/c2nc3ccccc3c(=O)n2-c2ccc(F)c(Cl)c2)c1 | 22%
COc1ccc2c(c1)Cc1sc(NC(=O)c3cccc(C)c3)nc1-2 | ?
Cc1c(CN2CCC(N(C(=O)NCCc3ccccc3)C3CCOCC3)CC2)cnn1C | -6%
Following part:
SMILES | Pf Dd2 growth
COc1cc(NC(=O)CN2C(=O)c3ccccc3Sc3ccc(C(=O)N4CCCC4)cc32)cc(OC)c1 | 7.9µM*
COc1cc(C(=O)NC2CCN(c3cc(-c4ccccc4)[nH]n3)CC2)cc(OC)c1OC | ?
C=CCN1CC2(CCC1=O)CCN(C(=O)[C@H](N)c1ccccc1)CC2 | -15%
Cn1nc2n(c1=O)CCN(C(=O)c1cc(C3CC3)[nH]n1)CC2 | i
O=C(c1cccnc1)N1CC[C@H](c2nc3ccccc3o2)C1 | -12%[44.1 µM]
CCCN(CCC)CCNC(=O)CN1C(=O)COc2ccc(S(=O)(=O)N3CCC(C)CC3)cc21 | 4.5µM*
CC1=C(C(=O)N2CCN(c3ccccc3)CC2)C2(CCCCC2)OC1=O | 17%
Cc1nc([C@@H]2CN(S(=O)(=O)c3ccc4c(c3)CCCC4)C[C@H]2C(N)=O)n[nH]1 | -3%
CN(Cc1ccccc1)C(=O)C[C@@H]1c2nc(NC(=O)C3CCC3)sc2C[C@@H]2[C@](C)(CO)[C@H](O)CC[C@]21C | ?
Cc1ccc(CNC(=O)C(=O)NCC(c2cccs2)S(=O)(=O)c2cccs2)cc1 (configuration not stated) | 11%
O=C([C@@H]1C[C@H](Oc2cccnc2)CN1C(=O)Nc1ccccc1F)N1CCCC1 | -13%
Cc1ccc(C(=O)Nc2ccccc2)cc1S(=O)(=O)N1CCCC1 | -20%
CCN(CCCNC(=O)Cn1ncc2c([nH]c3ccc(C)cc32)c1=O)Cc1ccccc1 | ?
Cc1cc(C)n2c(C(=O)N[C@@H]3COCC[C@@H]3OCc3ccccc3)nnc2n1 | -6%
CCOc1cc(C(=O)NCc2ccc3c(c2)CCN3C(=O)c2ccc(F)cc2)cc(OCC)c1OCC | ?
O=C(CCNc1c(-c2cccc(F)c2)nc2cnccn12)NCc1ccccc1F | -7%
Cc1cccc(S(=O)(=O)N2CCN(C3CCN(Cc4ccccn4)C3=O)CC2)c1 (configuration not stated) | ?
CCc1ccccc1NC(=O)CSc1nc2ncccc2o1 | 16%
OC(c1cccc(C(F)(F)F)c1)c1nc(Nc2ccncc2)n[nH]1 (configuration not stated) | i
CN(C)C(C(=O)NCc1cc(F)c(F)c(F)c1F)c1cccc(F)c1 (configuration not stated) | ?
Cc1ncsc1CN1CCC(C(=O)N2CCCCCCNC(=O)CC2)CC1 | 2%
COCC1CN(C(C)=O)CC12CCN(C(=O)CSC)CC2 (configuration not stated) | 24%
COC1CCN(c2ncc(C(C)(C)C(=O)O)c(N3CCOCC3)n2)CC1 | 0%
COc1ccc(C2(C(=O)NCc3cc(F)cc(F)c3)CCOCC2)cc1 | 3%
CCc1ccccc1NC(=O)Cn1nnc(-c2nc(-c3ccncc3)no2)c1N | -8%

4 entries from above, field by field.
OC(c1cccc(C(F)(F)F)c1)c1nc(Nc2ccncc2)n[nH]1 (configuration not stated)
  Pf Dd2 growth: i

CN(C)C(C(=O)NCc1cc(F)c(F)c(F)c1F)c1cccc(F)c1 (configuration not stated)
  Pf Dd2 growth: ?

Cc1ncsc1CN1CCC(C(=O)N2CCCCCCNC(=O)CC2)CC1
  Pf Dd2 growth: 2%

COCC1CN(C(C)=O)CC12CCN(C(=O)CSC)CC2 (configuration not stated)
  Pf Dd2 growth: 24%

Next part
SMILES | Pf Dd2 growth
CC(C)(C)c1ccc(-c2noc(CCC(=O)Nc3cccc(Cl)c3)n2)cc1 | -26%
COc1ccccc1CNC(=O)c1oc2c(c1C)-c1nn(Cc3ccc(Cl)cc3)cc1CC2 | ?
CC(C)CNC(=O)N1CCCN(Cc2ccncc2)C(c2ccccc2)CC(=O)NCC1 (configuration not stated) | ?
C=CCCC(CN1CCCC1)Oc1cncc(C(=O)N2CCCC2)n1 (configuration not stated) | 7.9µM*
CCc1nccn1CCCNc1nc(CCN)nc2ccccc12 | -6%
Cn1ccc2c(C(=O)NCC3CCC(=O)N3)nc(-c3ccccc3)cc21 (configuration not stated) | -20%[44.1 µM]
CCOC(=O)Cc1ccc(NC(=O)NCc2cccn2Cc2ccccc2)cc1 | -28%
Cc1c(C(=O)Nc2ccc(F)cc2)sc2nc[nH]c(=O)c12 | 15%
Cc1cc(-n2c(SCc3ccccc3F)nc3[nH]ncc3c2=O)ccc1Cl | -27%
COc1ccccc1C(=O)Nc1cccc(C2OC(=O)N(Cc3ccc(C)cc3)C2C(N)=O)c1 (configuration not stated) | -9%
O=C(c1ccoc1)N1CCC2(CCCCO2)CC1 | 15%
O=C(CCn1c(=O)c2ccccc2n(CC(=O)Nc2cccc(F)c2)c1=O)NCCc1ccccc1 | 64%[activator]
CCOc1ccc(-c2nc(C#N)c(NCCCOC)o2)cc1 | -10%
CC(C)(C)CCN1CCC(F)(c2nc(-c3ccccc3)no2)CC1 | -22%
CC(C)CCNC(=O)CCC1CCN(S(=O)(=O)c2cccc(F)c2)CC1 | ?

Molecules above containing a tert-butyl group (two):
SMILES | Pf Dd2 growth
CC(C)(C)c1ccc(-c2noc(CCC(=O)Nc3cccc(Cl)c3)n2)cc1 | -26%
CC(C)(C)CCN1CCC(F)(c2nc(-c3ccccc3)no2)CC1 | -22%
